Compound activity (PubChem BioAssay)
3T3 cytotox: kills NIH 3T3 cells; NIH 3T3 viability, CellTiter-Glo ATP luminescence, 48-72 h; hit rate 4.3% among 94,000; AID 1345082; Potency, µM (series often up to 96.7 µM), for the others: at the top dose activity change, negative = cytotoxicity, hits mostly inhibitors; note: potency is the fitted concentration of half-maximal effect; nearly all actives have a fitted effect of over 55% in size
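First NIH 3T3 cells are plated at 400 cells/well; next compound is pinned in; then plates incubate 48 or 72 hr at 37 °C; finally CellTiter-Glo is added and luminescence read after 10 min.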
HEK cytotox: HEK 293 cell cytotoxicity; hit rate 6.6% among 94,000; Potency, µM (series often up to 115 µM), inactives show at the top dose activity change, negative = cytotoxicity, usual class: inhibitors; HEK 293 viability, ATP luminescence (CellTiter-Glo), 48-72 h; note: potency is the fitted concentration of half-maximal effect; nearly all actives have a fitted effect of over 60% in size
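HEK 293 cells at 250 cells/well were exposed to compounds by pintool transfer for 48 or 72 hr at 37 degree Celsius, 5% CO2. Viability was read as ATP-coupled luminescence with CellTiter-Glo after 10 min at room temperature.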
IP6K1 inh: inhibitors of human IP6K1. Q92551. IP6K1 kinase, ADP-Glo luminescence, 2 h; active compounds read low. activity change, % (series mostly up to about 58 µM). hit rate 0.81% among 140,000; in the data active = activity change below about -25%
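ADP-Glo luminescence measures ADP made by human IP6K1 during a 2 h RT reaction with ATP/IP6 (mix at 1.3 mM/130 uM); top library doses 57.5 and 19.1 uM final.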
HEK293 viab: reduces viability of HEK-293 SNCA reporter cells | HEK-293-SNCA-luc viability, GF-AFC fluorescence, 24 h | Potency, µM (top dose mostly 57.1 µM), for inactives: at the highest dose activity change, negative = cytotoxicity, actives largely listed as cytotoxic | hit rate 0.12% among 150,000 | AID 1671193;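 note: potency is the fitted concentration of half-maximal effect; 0% = DMSO-treated cells and -100% = medium-only wells without cells; nearly all actives have a fitted effect of over 30% in size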
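Cytotoxicity counterscreen: after 24 h compound treatment of genome-edited SNCA-luciferase HEK-293 cells, live-cell protease substrate GF-AFC read by fluorescence after 30 min; activity scaled between DMSO (0%) and medium-only (-100%), curves Hill-fitted.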
FLuc inh: inhibitors of firefly (Photinus pyralis) luciferase | Potency, µM (series often up to 115 µM), for inactives: top-dose activity change, negative = inhibition, actives largely listed as inhibitors | purified P. pyralis luciferase, luminescence, biochemical | hit rate 2.5% among 76,000; note: potency is the fitted concentration of half-maximal effect; nearly all actives have a fitted effect of over 65% in size
Target sequence (P08659 whole entry, looked up): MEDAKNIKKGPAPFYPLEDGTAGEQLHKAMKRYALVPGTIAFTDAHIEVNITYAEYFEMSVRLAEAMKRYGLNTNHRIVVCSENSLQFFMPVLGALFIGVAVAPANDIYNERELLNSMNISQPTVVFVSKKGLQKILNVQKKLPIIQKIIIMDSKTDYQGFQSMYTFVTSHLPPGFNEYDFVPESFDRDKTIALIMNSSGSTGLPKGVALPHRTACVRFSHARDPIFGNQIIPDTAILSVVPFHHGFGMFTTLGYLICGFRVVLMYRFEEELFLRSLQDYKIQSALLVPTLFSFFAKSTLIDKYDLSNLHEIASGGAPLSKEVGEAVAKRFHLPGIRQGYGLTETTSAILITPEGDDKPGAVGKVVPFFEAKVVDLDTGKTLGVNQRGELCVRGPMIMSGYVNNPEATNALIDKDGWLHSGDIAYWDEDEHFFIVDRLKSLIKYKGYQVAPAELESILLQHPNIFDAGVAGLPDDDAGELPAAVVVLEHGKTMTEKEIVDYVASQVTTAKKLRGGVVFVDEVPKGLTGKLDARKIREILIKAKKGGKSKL
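Luminescence read by CCD imaging after purified firefly luciferase (10nM final) was added to substrate buffer holding 10uM D-luciferin and 10uM ATP, pH 7.5, pre-dosed with compound.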
GPT2 inhibitor: GPT2 alanine aminotransferase inhibition. hit rate 0.25% among 100,000. Q8TD30. Potency, µM (series often up to 57.7 µM), for the others: at the top dose activity change, negative = inhibition, usual class: inhibitors. Recombinant GPT2, coupled pyruvate oxidase/HRP Amplex Red fluorescence; note: potency is the fitted concentration of half-maximal effect; nearly all actives have a fitted effect of over 60% in size; many of its hits are not listed in these tables
Target sequence (Q8TD30 whole entry, looked up): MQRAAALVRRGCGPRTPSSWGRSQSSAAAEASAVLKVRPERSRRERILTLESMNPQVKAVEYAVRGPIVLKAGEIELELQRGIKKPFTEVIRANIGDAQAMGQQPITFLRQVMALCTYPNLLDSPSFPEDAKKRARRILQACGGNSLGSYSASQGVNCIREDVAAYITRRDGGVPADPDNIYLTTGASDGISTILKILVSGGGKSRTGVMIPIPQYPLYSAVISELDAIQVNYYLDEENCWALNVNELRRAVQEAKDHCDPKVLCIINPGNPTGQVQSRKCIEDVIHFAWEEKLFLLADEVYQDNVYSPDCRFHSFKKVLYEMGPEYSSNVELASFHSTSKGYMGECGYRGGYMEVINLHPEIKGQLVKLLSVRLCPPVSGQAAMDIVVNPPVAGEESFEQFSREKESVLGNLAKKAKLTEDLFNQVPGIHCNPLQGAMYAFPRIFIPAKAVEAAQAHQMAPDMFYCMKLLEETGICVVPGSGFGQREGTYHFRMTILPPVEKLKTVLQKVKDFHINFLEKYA
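Fluorescence read-out: pyruvate from GPT2 turnover coupled to pyruvate oxidase, HRP and Amplex Red (0.2mM ThPP, 0.2U/mL PO and HRP, 50uM Amplex final). Substrates 250uM a-KG, 2mM L-alanine; enzyme 10ng/uL; 30 min RT.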
SNCA expr inh: reduces expression of the alpha-synuclein gene; AID 1671194; hit rate 0.17% among 140,000; HEK-293 SNCA-luciferase knock-in, luminescence, 24 h; Potency, µM (highest dose often 57.2 µM), for the others: at the highest dose activity change, negative = inhibition, most hits filed as inhibitors;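 note: potency is the fitted concentration of half-maximal effect; plate controls were DMSO cells for no effect and cell-free wells for full effect; nearly all actives have a fitted effect of over 45% in size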
Numbers without * were called inactive; [ ] = another dose, or the depositor's remark. Unless noted, calls come from the whole dose curve; as a rule, active = well fitted curve in the direction sought with a large enough effect; inconclusive = small, poorly fitted or top-dose-only effect, or another doubt; inactive = no such curve, though single readings can be large; an effect the other way counts as inactive or inconclusive. Unless noted, % is set by controls: 0 for no effect and ±100 for the full control effect.

For CCC1Oc2ccc(C)cc2N(CC(=O)NCc2ccc(OC)cc2)C1=O (centres undefined) the results were IP6K1 inh -1.2, HEK293 viab -8.5% and SNCA expr inh 54.7%[activator].
`Cc1ccc(Nc2c3c(nc4nncn24)CCC3)cc1` gave IP6K1 inh 29.1, HEK293 viab 0.6% and SNCA expr inh 69.0%[activator].
For Cc1ccc(C2=Nc3ccccc3N(CC(=O)NCc3ccc(F)cc3)C(=O)C2)cc1C the results were IP6K1 inh -2.2, HEK293 viab -4.0% and SNCA expr inh 153.9%[activator].
For Cn1nnc(-c2ccc(C(=O)N3CCCC4(CCNCC4)CC3)cc2)n1 the results were 3T3 cytotox 3.3%, HEK cytotox -2.9%, IP6K1 inh 8.0, HEK293 viab -7.5%, FLuc inh -6.0%, GPT2 inhibitor 4.8% and SNCA expr inh -21.4%.
Screening Cc1ccc(NCc2ccccc2-c2nnc(-c3ccccc3Cl)o2)c(C)c1 returned IP6K1 inh 6.0, HEK293 viab -16.5% and SNCA expr inh 86.3%[activator].
O=C(Cn1cc(SCc2ccccc2F)c2ccccc21)N1CCCCCC1 was read as IP6K1 inh -4.5, HEK293 viab inconclusive and SNCA expr inh 54.1%[activator].
`CN(C)S(=O)(=O)c1ccc2c(c1)nnn2CCNC(=O)Nc1ccc(Br)cc1` gave IP6K1 inh -6.9, HEK293 viab -9.5% and SNCA expr inh -26.2%.
Screening COc1ccccc1OC1(C(=O)O)CCN(C(=O)CC2C=CCC2)CC1 (centres undefined) returned 3T3 cytotox -1.0%, HEK cytotox inactive, IP6K1 inh 11.2, HEK293 viab 1.4%, FLuc inh -13.1%, GPT2 inhibitor inactive and SNCA expr inh 6.3%.
`O=C(NCc1ccccc1)C1=NO[C@@H]2CN(Cc3cccc(F)c3F)C[C@H]12` gave 3T3 cytotox -28.2%[138 µM], HEK cytotox inconclusive, IP6K1 inh -11.7, HEK293 viab 3.5%[87.6 µM], FLuc inh -1.7%[172 µM], GPT2 inhibitor -13.2%[88.5 µM] and SNCA expr inh 12.7%[87.6 µM].
`C=C1CCC2C(C)(C(=O)O)CC(O)CC2(C)C1CC/C(C)=C/C(=O)O` (centres undefined) gave IP6K1 inh -3.8, HEK293 viab -8.5% and GPT2 inhibitor inactive.
COc1cccc(-c2cccc(CN3CCCC3C(=O)NC(C)C)c2)c1 (centres undefined) was read as 3T3 cytotox inconclusive, HEK cytotox inconclusive, IP6K1 inh -5.8, HEK293 viab -13.4%[87.6 µM], GPT2 inhibitor inactive and SNCA expr inh -5.5%[87.6 µM].
Screening CC(=O)N1CCO[C@@H](COc2ccccn2)[C@@H]1c1ccccc1 returned 3T3 cytotox -16.7%, HEK cytotox -8.9%, IP6K1 inh 8.4, HEK293 viab 22.0%, GPT2 inhibitor inactive and SNCA expr inh 16.7%.
Screening O=C(c1cc(F)ccc1F)N1CCC(Cc2nc(-c3ccc(F)cc3)no2)CC1 returned 3T3 cytotox inconclusive, HEK cytotox inconclusive, IP6K1 inh -2.3, HEK293 viab 6.7%, FLuc inh -10.3%, GPT2 inhibitor inactive and SNCA expr inh inconclusive.
Screening Cc1noc(C)c1[S+](=O)([O-])N1CCCC1C(=O)N1CCC(c2nc3ccncc3[nH]2)CC1 (centres undefined) returned 3T3 cytotox inactive, HEK cytotox -1.4%, IP6K1 inh -30.9*, HEK293 viab 2.1%, GPT2 inhibitor inactive and SNCA expr inh 34.2%[activator].
Screening O=C(NC1CCN(C(=O)N2CC3CC(C2)[C@H]2CCCC(=O)N2C3)CC1)c1n[nH]c(=O)c2ccccc12 (some centres undefined) returned 3T3 cytotox inactive, HEK cytotox -3.4%, IP6K1 inh 13.6, HEK293 viab 1.2%, FLuc inh 1.0%, GPT2 inhibitor inactive and SNCA expr inh 12.5%.
Screening CSc1ccc(-c2cccc(CN3CCC(N[S+](=O)([O-])CCC(F)(F)F)CC3)c2)cc1 returned 3T3 cytotox inconclusive, HEK cytotox -21.6% and IP6K1 inh 3.3.
For O=C(c1cccs1)N1CCCn2cc(-c3ccccc3F)nc21 the results were 3T3 cytotox -5.8%, HEK cytotox inconclusive, IP6K1 inh 5.1, HEK293 viab -21.4%, FLuc inh 22.4µM*, GPT2 inhibitor -3.6% and SNCA expr inh 72.3%[activator].
For COC[C@@H]1[C@H](C(=O)Nc2cc(C)ccc2OC)CCC(=O)N1C the results were 3T3 cytotox -15.7%, HEK cytotox 1.3%, IP6K1 inh 19.4, HEK293 viab 9.0%, GPT2 inhibitor inactive and SNCA expr inh 0.8%.
O=C(c1ccc(C(F)(F)F)cc1)N1CCN(C2CCN(Cc3ccccn3)C2=O)CC1 (centres undefined) was read as 3T3 cytotox -19.6%, HEK cytotox -27.8%, IP6K1 inh 18.5, HEK293 viab inconclusive, FLuc inh -12.4%, GPT2 inhibitor inconclusive and SNCA expr inh -1.9%.
For CCOC(=O)[C@H]1C[C@]2(CCCCN(CCOC)C2=O)N(C(=O)c2ccno2)[C@H]1c1ccco1 the results were 3T3 cytotox -20.6%, HEK cytotox inconclusive and IP6K1 inh -1.5.

Taken from the results shown (3 entries):
For COC[C@@H]1[C@H](C(=O)Nc2cc(C)ccc2OC)CCC(=O)N1C the results were 3T3 cytotox -15.7%, HEK cytotox 1.3%, IP6K1 inh 19.4, HEK293 viab 9.0%, GPT2 inhibitor inactive and SNCA expr inh 0.8%.
O=C(c1ccc(C(F)(F)F)cc1)N1CCN(C2CCN(Cc3ccccn3)C2=O)CC1 (centres undefined) was read as 3T3 cytotox -19.6%, HEK cytotox -27.8%, IP6K1 inh 18.5, HEK293 viab inconclusive, FLuc inh -12.4%, GPT2 inhibitor inconclusive and SNCA expr inh -1.9%.
For CCOC(=O)[C@H]1C[C@]2(CCCCN(CCOC)C2=O)N(C(=O)c2ccno2)[C@H]1c1ccco1 the results were 3T3 cytotox -20.6%, HEK cytotox inconclusive and IP6K1 inh -1.5.

More records follow.
COc1ccc(CNC(=O)C2CCN(c3nccc(Nc4ccccc4Cl)n3)CC2)cc1 was read as 3T3 cytotox 35.5µM*, HEK cytotox 25.1µM*, IP6K1 inh -6.2, HEK293 viab -6.8%, GPT2 inhibitor -11.3% and SNCA expr inh -5.9%.
`O=C(CN1CC2CC(C1)[C@H]1CCCC(=O)N1C2)N1CCOCC1` (some centres undefined) gave 3T3 cytotox -6.8%, HEK cytotox -2.9%, IP6K1 inh 43.4, HEK293 viab 7.6%, FLuc inh 7.8%, GPT2 inhibitor inactive and SNCA expr inh 9.6%.
For COCC(=O)NC[C@@H]1C=C(C)[C@H](CC(=O)NC2CCCC2)C[C@H]1C(C)C the results were 3T3 cytotox -12.0%[174 µM], HEK cytotox inactive, IP6K1 inh -1.3, HEK293 viab -19.7%[87.6 µM], FLuc inh 1.3%[172 µM], GPT2 inhibitor -2.9%[88.5 µM] and SNCA expr inh 3.8%[87.6 µM].
`COCCNC(=O)[C@@H]1C[C@@H](O)CN1C1CCN(C(=O)C2CCC2)CC1` gave 3T3 cytotox inactive, HEK cytotox -4.4%, IP6K1 inh 8.8, HEK293 viab 8.5%, FLuc inh -1.7%, GPT2 inhibitor inactive and SNCA expr inh 5.6%.
Screening COc1ccc(OC(=O)c2cc(-c3ccc4c(c3)OCCO4)on2)cc1 returned IP6K1 inh 2.3, HEK293 viab 1.4% and SNCA expr inh 10.4%.
Screening CN1CCCC1c1nc(C2CN(C(=O)CCc3nc4ccccc4[nH]3)C2)no1 (centres undefined) returned 3T3 cytotox -2.6%, HEK cytotox -2.9%, IP6K1 inh 3.6, HEK293 viab -0.6%[12.5 µM], FLuc inh -2.1%, GPT2 inhibitor inactive and SNCA expr inh -11.2%.
For O=C(NCCc1ccccc1)C1CCCN(C2CCN(Cc3ccccc3F)CC2)C1 (centres undefined) the results were 3T3 cytotox inconclusive, HEK cytotox inconclusive, IP6K1 inh 10.2, HEK293 viab -13.9%, FLuc inh 2.9%, GPT2 inhibitor inactive and SNCA expr inh -22.0%.
Screening COc1ccc(Cn2c(=O)c(C(=O)N3CCN([S+](=O)([O-])c4ccccc4)CC3)nc3cccnc32)cc1 returned 3T3 cytotox -22.8%, HEK cytotox -0.6%, IP6K1 inh 14.6, HEK293 viab 5.6%, GPT2 inhibitor -2.3% and SNCA expr inh -5.6%.
For CCC(O)c1cc2n(n1)CCN(C(=O)c1cn(-c3ccccc3)nn1)C2 (centres undefined) the results were 3T3 cytotox -25.0%, HEK cytotox -5.5%, IP6K1 inh 0.9, HEK293 viab -18.8%, FLuc inh -0.3%, GPT2 inhibitor -3.5% and SNCA expr inh -8.1%.
`CC(C)(C)C(=O)NCCNC(=O)c1ccc(-c2cncnc2)cc1` gave 3T3 cytotox -10.8%, HEK cytotox inactive and IP6K1 inh 23.3.
For CN(C)C(=O)c1cn(C2CNC2)nn1 the results were 3T3 cytotox -6.0%, HEK cytotox -17.4%, IP6K1 inh 9.6, HEK293 viab 6.4%, FLuc inh -12.1%, GPT2 inhibitor inactive and SNCA expr inh 54.2%[activator].
`COc1cccc2c1ncc1c(-c3ccc(C)cc3)nn(-c3ccc(F)cc3)c12` gave IP6K1 inh 10.7, HEK293 viab -12.5% and SNCA expr inh 5.4%.
CCOC(=O)c1c(C)[nH]c(C)c1S(=O)(=O)N1CCCC(C(=O)NCc2ccc(Cl)cc2)C1 (centres undefined) was read as IP6K1 inh -3.8, HEK293 viab 0.1% and SNCA expr inh inconclusive.
`CCc1cccc(NC(=O)CSc2ncccc2C(=O)Oc2ccccc2Cl)c1` gave IP6K1 inh 2.7, HEK293 viab -5.6% and SNCA expr inh -7.8%.
`COc1ccc(C2Cn3nnc(C(=O)N4CCC(C(=O)NCc5ccc(F)cc5)CC4)c3CO2)cc1` (centres undefined) gave 3T3 cytotox inactive, HEK cytotox -1.7%, IP6K1 inh 3.7, HEK293 viab 2.7%, FLuc inh -11.2%, GPT2 inhibitor inactive and SNCA expr inh 6.8%.
For CC(=O)c1ccc(NS(=O)(=O)c2ccc3[nH]c(=O)[nH]c3c2)cc1 the results were IP6K1 inh -20.3, HEK293 viab 7.8% and SNCA expr inh 21.2%.
Screening CCOc1ccc(NC(=O)CC2C(=O)N(c3cccc(C)c3)C(=O)N2CCC2=CCCCC2)cc1 (centres undefined) returned IP6K1 inh -4.1, HEK293 viab inconclusive and SNCA expr inh -23.4%.
Screening O=C(NC1CCN(c2cc(-c3ccc(F)cc3)[nH]n2)C1)c1ccc(F)c(F)c1 (centres undefined) returned 3T3 cytotox inconclusive, HEK cytotox inconclusive, IP6K1 inh 0.0, HEK293 viab inconclusive, FLuc inh -4.5%, GPT2 inhibitor inconclusive and SNCA expr inh inconclusive.
For CC1CCc2nn3ccn(CC(=O)NCc4ccccc4)c(=O)c3c2C1 (centres undefined) the results were 3T3 cytotox -25.5%, HEK cytotox inconclusive, IP6K1 inh 12.1, HEK293 viab -12.6%, FLuc inh 2.0%, GPT2 inhibitor 3.4% and SNCA expr inh -15.5%.
